High-throughput results as filed in PubChem BioAssay.
TDP2 absorb – blocks human TDP2 phosphodiesterase activity; recombinant TDP2, T5PNP hydrolysis, p-nitrophenol absorbance 415 nm; O95551; inhibition, % at 12.8 µM; AID 720702; 370,000 tested, 0.34% active;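 active means inhibition above the mean of all tested compounds plus 3 SD, set per campaign, cut at about 25% in these data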;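 further: 0% = DMSO with enzyme and 100% = buffer with substrate but no TDP2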
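System: recombinant human TDP2 / Amount: 120 nM TDP2 per well / Also added: 5 mM T5PNP chromogenic substrate / Doses: 12.8 µM single point, 1% DMSO / Incubation: 2 h at 37 °C / Detection: p-Nitrophenol epi absorbance / Evaluation: % inhibition relative to enzyme-containing and enzyme-free wells / Repeats: singlicate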
MBD2 inh – MBD2-methylated oligo binding inhibition; Q9UBB5; TR-FRET, MBD2 binding to methylated oligonucleotide; 370,000 tested, 0.31% active; inhibition, % at 4.4 µM; in the data active means inhibition above about 13%
ABHD4 inh – inhibits mouse alpha/beta hydrolase domain 4; Q8VD66; purified mABHD4, FP-Rh probe fluorescence polarization; inhibition, % at 8.92 µM; 370,000 tested, 0.54% active;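 active means inhibition exceeding the mean over every tested compound plus 3 SD, cut at about 30% in these data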;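 further: 0% = plate median of compound wells and 100% = S159A mutant with DMSO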
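system = mouse ABHD4 enzyme, wild type | medium = HEPES pH 7.0, NaCl, Pluronic buffer | also added = FP-Rh probe | incubation = Enzyme–compound pre-incubation 45 min, then probe 60 min, both 25 °C | technique = fluorescence polarization, excitation 525 nm, emission 598 nm, BODIPY TMR filters | controls = S159A mutant high control, sample median low control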
HTRA1 inhibitor – HTRA1 (human) protease inhibition; recombinant HTRA1, FP-rhodamine activity-based probe, fluorescence polarization; inhibition, % at 5.96 µM; 340,000 tested, 0.5% active; AID 504803; in the data active means inhibition above about 36%;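 further: 0% = enzyme with DMSO and 100% = wells lacking enzyme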
Target sequence (Q92743 whole entry, looked up): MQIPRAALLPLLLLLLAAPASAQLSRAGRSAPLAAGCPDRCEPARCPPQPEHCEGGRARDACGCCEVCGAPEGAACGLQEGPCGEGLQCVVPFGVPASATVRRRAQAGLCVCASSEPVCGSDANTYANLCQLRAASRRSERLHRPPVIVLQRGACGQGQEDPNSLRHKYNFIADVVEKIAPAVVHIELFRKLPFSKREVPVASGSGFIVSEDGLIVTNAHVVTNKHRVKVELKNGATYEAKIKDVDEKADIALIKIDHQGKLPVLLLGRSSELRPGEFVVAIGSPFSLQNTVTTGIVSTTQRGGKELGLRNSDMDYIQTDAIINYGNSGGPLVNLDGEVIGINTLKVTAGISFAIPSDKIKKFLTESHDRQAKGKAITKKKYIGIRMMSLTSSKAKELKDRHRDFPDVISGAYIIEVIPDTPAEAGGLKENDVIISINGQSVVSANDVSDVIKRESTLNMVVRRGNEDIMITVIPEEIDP
TCR CD3 inh – human TCR-CD3 binding inhibition; AID 651800; TAMRA-labeled TCR probe fluorescence, biochemical; inhibition, % at 9.4 µM; 360,000 tested, 0.37% active; in the data active means inhibition above about 19%;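 further: recombinant mutant TCR 2C K166C tagged with TAMRA read by polarization; 0% = receptor in buffer alone and 100% = receptor with positive control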
LEDGF integ inh – blocks HIV-1 LEDGF/p75-dependent DNA integration | TR-FRET IN-LEDGF/p75 DNA integration, Eu/Cy5 | inhibition, % at 3.7 µM | 370,000 tested, 0.64% active;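 active means inhibition above the screen-wide mean plus 3 SD, cut at about 13% in these data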;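 further: signal is the Cy5 over europium emission ratio at 671 and 618 nm; 0% = plate median of compound wells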
PRMT1 FP inh – inhibitors of human PRMT1; Q99873; 370,000 tested, 1.3% active; inhibition, % at 2.79 µM; recombinant PRMT1, activity-based probe fluorescence polarization; AID 652257;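 active means inhibition above about 21% made by adding two undisclosed values, limit read from the data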
Target sequence (Q99873 whole entry, looked up): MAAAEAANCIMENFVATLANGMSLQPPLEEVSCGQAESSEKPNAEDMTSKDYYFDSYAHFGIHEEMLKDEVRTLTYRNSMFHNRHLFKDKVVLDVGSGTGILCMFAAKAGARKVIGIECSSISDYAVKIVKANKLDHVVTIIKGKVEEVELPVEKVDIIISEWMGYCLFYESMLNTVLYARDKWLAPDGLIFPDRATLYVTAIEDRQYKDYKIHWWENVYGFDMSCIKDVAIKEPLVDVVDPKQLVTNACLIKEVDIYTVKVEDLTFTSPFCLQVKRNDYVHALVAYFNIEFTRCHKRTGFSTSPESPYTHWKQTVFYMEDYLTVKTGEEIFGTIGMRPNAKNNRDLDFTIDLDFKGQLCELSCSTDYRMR
rCAG RNA binder – molecules binding r(CAG) RNA repeats | AID 651821 | r(CAG) RNA repeat, TO-PRO-1 dye displacement fluorescence | inhibition, % at 3 µM | 370,000 tested, 1.3% active;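 active means inhibition above the plate cutoff, the mean of all test compounds on that plate plus 3 SD, cut at about 35% in these data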;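 further: 0% = DMSO alone and 100% = 100 µM mitoxantrone as full dye displacement; higher means more dye released from RNA so lower well fluorescence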
GC-B act – GC-B (human) receptor activation; P20594; HEK293-GC-B cells, CNP EC30, cGMP TR-FRET; 0% at EC30 CNP, 100% saturating CNP; activation, % at 10 µM; 370,000 tested, 0.11% active;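 active means activation at 10 µM reaching about 35% in either raw or pattern-adjusted values, limit read from the data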
SIAE primary – blocks human sialic acid acetylesterase; inhibition, % at 9.66 µM; SIAE FP-Rh probe binding, fluorescence polarization; Q9HAT2; 370,000 tested, 0.69% active;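 active means inhibition above a cutoff: mean of compounds within the control limits plus 3 SD of those, cut at about 17% in these data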;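 further: 0% = plate median of compound wells and 100% = probe without SIAE protein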
Starred values were filed as active, the others as inactive; / = no result given. The list is partial; count on the stated rates, not on these rows.

SMILES	TDP2 absorb	MBD2 inh	ABHD4 inh	HTRA1 inhibitor	TCR CD3 inh	LEDGF integ inh	PRMT1 FP inh	rCAG RNA binder	GC-B act	SIAE primary
CC(=O)N1[C@H](Cc2ccccc2)C=C[C@]1(C)C(=O)NCc1ccccn1	8	-1	-3	2	0	0	0	-3	7	2
O=C(NN=C1CCCCC1)c1cc(-c2ccccc2)n[nH]1	-2	-5	5	0	4	-2	-2	0	1	2
Cn1c(=O)[nH]c(=O)c2c1nc(NCc1ccco1)n2Cc1ccccc1Cl	-3	-5	3	2	5	1	-3	-2	9	-1
CCCCNC(=O)C1(C)CCCCN1C(=O)c1cccc(OC(F)(F)F)c1 (stereo unspecified)	1	4	3	/	-6	2	2	-3	-3	-1
CCOc1ccc(OCc2cccc(C(=O)N3CCOCC3)c2)cc1	-3	-5	-3	2	-3	1	0	-5	-1	0
O=C(CSc1nnnn1Cc1ccccc1)Nc1ccc2c(c1)OCO2	-3	4	-1	-6	4	2	-3	-1	-2	8
COc1ccccc1CNC(=O)CSc1ccc(C)cc1	5	4	2	5	6	4	-4	-1	0	6
CCC(C)Cn1cnc2c(Sc3c([N+](=O)[O-])ncn3C)nc(N)nc21 (stereo unspecified)	-2	3	4	5	2	-3	-1	3	8	7
CCOc1ccccc1NC(=O)c1ccc2c(O)c(S(=O)(=O)c3ccccc3)c(=O)[nH]c2c1	-1	-2	-6	-6	1	-4	-2	10	5	-2
CCC(C(=O)NC1CCCC1)N(C(=O)Cn1nnc(-c2ccc(C)o2)n1)c1cccc(OC)c1 (stereo unspecified)	1	-2	-13	2	7	1	-2	-6	4	8
O=C1Nc2ccccc2OC1CC(=O)N1CCCC1 (stereo unspecified)	1	-2	0	-2	4	-3	-1	0	-2	0
CCOC(=O)c1ccc(NC(=S)N(CCCN2CCCC2)Cc2cccs2)cc1	3	-1	-1	-6	2	5	-4	-5	-3	4
O=S(=O)(c1cc(C(F)(F)F)ccc1Cl)N1CCCCCC1	4	-2	1	7	-7	2	-2	-3	0	8
CCOC(=O)c1c(NC(=O)CN2C(=O)N(C)C3(CCCCC3)C2=O)sc(C(=O)N(C)C)c1C	-8	-7	4	-7	2	4	-3	0	4	-3
O=C(NCC(c1cccs1)N1CCOCC1)c1ccccc1NS(=O)(=O)c1cc([N+](=O)[O-])ccc1Cl (stereo unspecified)	7	-4	2	2	-1	1	-3	42*	5	3

Brought forward from above: two entries, then new ones.
SMILES	TDP2 absorb	MBD2 inh	ABHD4 inh	HTRA1 inhibitor	TCR CD3 inh	LEDGF integ inh	PRMT1 FP inh	rCAG RNA binder	GC-B act	SIAE primary
CCOC(=O)c1c(NC(=O)CN2C(=O)N(C)C3(CCCCC3)C2=O)sc(C(=O)N(C)C)c1C	-8	-7	4	-7	2	4	-3	0	4	-3
O=C(NCC(c1cccs1)N1CCOCC1)c1ccccc1NS(=O)(=O)c1cc([N+](=O)[O-])ccc1Cl (stereo unspecified)	7	-4	2	2	-1	1	-3	42*	5	3
CCCCN(C(=O)c1cccc(-n2cnnn2)c1)c1c(N)n(CCCC)c(=O)[nH]c1=O	-13	2	-4	-1	-1	6	0	5	3	0
CCCCCc1ccc(NC(=O)OCCN2C(=O)CCC23CCC(c2ccccc2)CC3)cc1 (stereo unspecified)	-2	1	-4	/	/	5	2	1	6	0
Cc1ccc(NC(=O)/C=C/c2ccc3c(c2)OCO3)cc1S(=O)(=O)N1CCOCC1	6	2	-4	-2	5	-2	2	1	7	4
CN(C)S(=O)(=O)c1ccc(C(=O)N2CCN(C(=O)C3CCCO3)CC2)cc1 (stereo unspecified)	3	-1	4	-3	0	-1	-2	3	3	7
O=C(C1CCN(Cc2nc(-c3ccc(Cl)cc3)no2)CC1)N1CCOCC1	4	-10	-2	6	7	-3	-5	-6	1	1
CCC(C)c1ccc(NC(=O)N2CCN(C(=O)C3CCCO3)CC2)cc1 (stereo unspecified)	8	-4	-2	-6	2	4	-4	-4	0	3
CCCN(C(=O)c1cc(-c2ccco2)nc2ccccc12)c1c(N)n(Cc2ccccc2)c(=O)[nH]c1=O	1	6	-2	4	5	6	33*	21	15	1
Cc1ccc(C)c(NS(=O)(=O)c2ccc3c(c2)Cc2cc(S(=O)(=O)Nc4cc(C)ccc4C)ccc2-3)c1	-7	-4	-24	-9	-1	9	-3	10	-1	-11
COc1ccc(NS(=O)(=O)c2cc(NC(=O)[C@@H](NC(=O)c3ccccc3)C(C)C)ccc2C)cc1	-2	4	3	-23	-7	0	0	7	3	-7
CCCCCCCCN1C(=O)[C@H](CC(=O)N2CCCC2)C[C@@]2(C(=O)OC)CCCCC=C12	-12	0	-5	/	-1	1	-2	2	5	1
CC(=O)Nc1ccc(N/C=C(\C=O)c2nc3ccccc3o2)cc1	2	1	-1	2	5	-4	-3	1	0	9
CCOC(=O)c1sc(N=NC2=C(O)CCCC2=O)c(C(=O)OCC)c1C	3	4	52*	48*	4	5	6	57*	-3	22*
CCOc1ccc(/C=N/n2c(-c3ccccc3)n[nH]c2=S)cc1	8	6	-7	-6	-8	-4	17	18	-3	11
C/C(=N\NC(=S)NCc1ccccc1)c1ccc2ccccc2c1OC(F)F	-4	5	-42	-51	-3	8	6	13	1	-18
COc1ccc(CNS(=O)(=O)c2ccc(S(=O)(=O)NC3CC3)cc2)cc1	-5	4	0	-1	-5	-5	0	3	-3	4
COc1cc(CNC(=O)c2cc(-c3ccc(OC)cc3C)n[nH]2)cc(OC)c1	3	1	-12	/	7	-2	-2	2	-1	-5
CC(=O)N1CCC(C(=O)Nc2ccc(S(=O)(=O)N3CCC(C)CC3)cc2)CC1	-13	-8	-6	-1	4	5	-2	-1	2	-7
COc1ccc(C(O)c2nc(-c3ccccc3OC)cs2)cc1 (stereo unspecified)	5	-1	-7	/	-4	-1	-1	0	0	-1
COc1ccccc1CC(=O)Nc1cc(C)ccn1	14	3	3	-21	-3	-2	5	-1	-5	0
Cc1cccc(N(CC(=O)N2CCOCC2)S(C)(=O)=O)c1C	8	2	2	0	6	3	-2	0	3	-5
O=C(NCc1ccco1)c1ccc2ccccc2c1	5	-1	-1	0	-4	-2	-2	0	-3	3
Cn1c(=O)c(C(=O)NC2CCCCCC2)c(O)c2ccccc21	1	-1	3	4	-3	0	-1	0	-7	4
COC(=O)c1scc(C)c1N/N=C(\C)c1ccc(F)cc1F	-6	1	0	-3	7	-1	1	-1	5	4
O=C(NCc1ccc(F)cc1)c1cc(C2CCCCN2C(=O)c2ccc(Cl)cc2)on1 (stereo unspecified)	-3	0	-5	/	-7	-9	-1	3	0	-5
CCOc1cccc(C2NC(=S)NC(C)=C2C(=O)Nc2ccccc2)c1 (stereo unspecified)	-10	0	10	-6	-4	-1	4	4	3	0
O=C(COC(=O)c1ccc(O)cc1)Nc1ccc2[nH]c(=O)[nH]c2c1	-4	3	10	-2	-9	-3	4	-3	0	2
Cc1cc([N+](=O)[O-])ccc1NC(=O)Cc1ccc(F)cc1	3	-5	0	1	8	85*	-2	-3	-1	6
Cc1nc(-c2cccc(Cl)c2)n[nH]1	-13	-3	-6	8	-5	3	-1	-3	-2	-3
NCCc1nnc(SCC(=O)Nc2cccc(Cl)c2)o1	-1	1	1	-5	2	-4	25*	0	-3	1
CC(OC(=O)CN1C(=O)c2ccccc2C1=O)C(=O)NC1CCCC1 (stereo unspecified)	6	-5	3	3	2	-1	1	-3	-3	-5

A draw from above in order of length of the SMILES, rising.
SMILES	TDP2 absorb	MBD2 inh	ABHD4 inh	HTRA1 inhibitor	TCR CD3 inh	LEDGF integ inh	PRMT1 FP inh	rCAG RNA binder	GC-B act	SIAE primary
COc1ccccc1CC(=O)Nc1cc(C)ccn1	14	3	3	-21	-3	-2	5	-1	-5	0
COc1ccccc1CNC(=O)CSc1ccc(C)cc1	5	4	2	5	6	4	-4	-1	0	6
CCOc1ccc(OCc2cccc(C(=O)N3CCOCC3)c2)cc1	-3	-5	-3	2	-3	1	0	-5	-1	0
O=C(NCc1ccc(F)cc1)c1cc(C2CCCCN2C(=O)c2ccc(Cl)cc2)on1 (stereo unspecified)	-3	0	-5	/	-7	-9	-1	3	0	-5
CCCCCCCCN1C(=O)[C@H](CC(=O)N2CCCC2)C[C@@]2(C(=O)OC)CCCCC=C12	-12	0	-5	/	-1	1	-2	2	5	1
O=C(NCC(c1cccs1)N1CCOCC1)c1ccccc1NS(=O)(=O)c1cc([N+](=O)[O-])ccc1Cl (stereo unspecified)	7	-4	2	2	-1	1	-3	42*	5	3

Other results.
SMILES	TDP2 absorb	MBD2 inh	ABHD4 inh	HTRA1 inhibitor	TCR CD3 inh	LEDGF integ inh	PRMT1 FP inh	rCAG RNA binder	GC-B act	SIAE primary
C[C@@H]1CN([C@@H](C)CO)C(=O)CCCn2nncc2CO[C@H]1CN(C)C(=O)Nc1ccccc1F	10	1	4	-7	4	-5	6	0	0	2
CCCCN(C)c1c(N2CCC(C(=O)OCC)CC2)c(=O)c1=O	4	4	-1	3	-3	-4	1	-4	1	1
CC(=O)N/C(=C\c1ccccc1)C(=O)OC(C)C(=O)c1ccccc1 (stereo unspecified)	2	-5	4	1	3	2	0	0	2	-1
CCOc1ccc2nc(NCCO)[nH]c2c1	-10	-2	9	4	1	-3	-1	1	5	3
COc1ccccc1NS(=O)(=O)c1ccc(C(=O)NCC2(N(C)C)CCCCC2)cc1	-3	-1	1	-1	7	5	-3	-4	0	-4
COc1ccc(CCN(C)C(=O)CNC(=O)c2ccccc2F)cc1OC	7	-7	-15	-7	8	9	-1	-4	4	-6
Cc1cnc(C(=O)OCC(=O)Nc2cc(S(=O)(=O)N3CCOCC3)ccc2Cl)cn1	4	3	7	-3	-11	-5	-1	5	5	3
COc1cc(C=C2CN(C)C(=O)C2=O)ccc1O	-5	-21	-32	-47	-29	-3	-2	2	-9	-34
O=C(NNC(=O)c1ccccc1C(F)(F)F)c1csc(N2CCOCC2)n1	-5	0	-2	-5	4	-2	-3	-1	4	2
O=C(c1sc2ccccc2c1Cl)N(Cc1ccccc1)C1CCS(=O)(=O)C1 (stereo unspecified)	-5	5	1	-11	-2	-2	-1	-2	-3	-3

Looked up by compound from above (2):
SMILES	TDP2 absorb	MBD2 inh	ABHD4 inh	HTRA1 inhibitor	TCR CD3 inh	LEDGF integ inh	PRMT1 FP inh	rCAG RNA binder	GC-B act	SIAE primary
COc1ccccc1CC(=O)Nc1cc(C)ccn1	14	3	3	-21	-3	-2	5	-1	-5	0
Cn1c(=O)[nH]c(=O)c2c1nc(NCc1ccco1)n2Cc1ccccc1Cl	-3	-5	3	2	5	1	-3	-2	9	-1
